Pol kappa inh – inhibitors of human DNA polymerase kappa. Q9UBT6. purified Pol kappa, fluorescent DNA synthesis assay, 10 min. Potency, µM (top dose mostly 107 µM), for inactives: top-dose activity, negative = inhibition, hits mostly inhibitors. 400,000 compounds, 0.53% hits
Target sequence (Q9UBT6 whole entry, looked up): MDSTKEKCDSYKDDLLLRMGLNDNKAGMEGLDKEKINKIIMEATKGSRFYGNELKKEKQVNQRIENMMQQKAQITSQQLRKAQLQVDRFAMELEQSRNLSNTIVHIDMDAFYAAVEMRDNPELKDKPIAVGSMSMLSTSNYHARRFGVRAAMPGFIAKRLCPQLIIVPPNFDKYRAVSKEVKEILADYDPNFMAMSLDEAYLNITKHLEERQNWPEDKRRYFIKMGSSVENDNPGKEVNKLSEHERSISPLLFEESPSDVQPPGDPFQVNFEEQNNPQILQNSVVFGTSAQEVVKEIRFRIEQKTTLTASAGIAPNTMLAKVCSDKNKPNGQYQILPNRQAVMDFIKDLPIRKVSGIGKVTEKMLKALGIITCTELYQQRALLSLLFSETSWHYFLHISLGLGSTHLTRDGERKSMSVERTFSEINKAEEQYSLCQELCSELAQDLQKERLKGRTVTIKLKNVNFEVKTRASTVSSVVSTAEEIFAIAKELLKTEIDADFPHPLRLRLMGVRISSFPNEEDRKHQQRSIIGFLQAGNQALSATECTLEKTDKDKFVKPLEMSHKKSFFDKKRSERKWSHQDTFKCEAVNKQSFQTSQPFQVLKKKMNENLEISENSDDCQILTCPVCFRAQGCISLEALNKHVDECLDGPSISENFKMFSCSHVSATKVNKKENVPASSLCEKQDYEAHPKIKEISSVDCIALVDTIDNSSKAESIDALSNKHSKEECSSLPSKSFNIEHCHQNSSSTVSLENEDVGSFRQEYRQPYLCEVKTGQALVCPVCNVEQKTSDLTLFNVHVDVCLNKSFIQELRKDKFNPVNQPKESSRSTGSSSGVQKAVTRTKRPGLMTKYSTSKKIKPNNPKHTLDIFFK
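10 nM Pol kappa preincubated 15 min at room temperature with compounds, then reaction started with substrate at 50 nM final. Fluorescence read kinetically at 0 and 10 min; buffer-only wells served as negative control.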
Apoferritin bind – binds horse apoferritin like a general anesthetic. AID 485281. apoferritin/1-aminoanthracene competitive binding, fluorescence. 350,000 compounds, 0.074% hits. P02791. Potency, µM (series often up to 77.5 µM), without a hit: at the top dose activity change, negative = displacement, actives largely listed as inhibitors; also: nearly all actives have a fitted effect of over 20% in size
Target sequence (P02791 2-175 limits assumed): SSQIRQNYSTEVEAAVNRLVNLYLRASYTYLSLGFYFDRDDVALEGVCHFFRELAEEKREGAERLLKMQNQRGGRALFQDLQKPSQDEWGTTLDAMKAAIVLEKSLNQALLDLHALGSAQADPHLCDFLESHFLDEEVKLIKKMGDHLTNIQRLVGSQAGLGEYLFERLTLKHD
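Steps: apoferritin (10 uM) was premixed with half-saturated 1-AMA in PBS, compounds were pin-transferred, plates stood 10 min at room temperature, fluorescence was read at 380/535 nm, and curves were fitted with a Hill equation.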
APEX1 inh – inhibitors of human APE1 endonuclease | AID 2517 | Potency, µM (series often up to 65.8 µM), for inactives: top-dose activity change, negative = inhibition, actives largely listed as inhibitors | P27695 | recombinant APE1, TAMRA/BHQ-2 abasic DNA cleavage fluorescence | 350,000 compounds, 0.35% hits;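 also: plate controls were vehicle for no effect and reference inhibitor for full effect; nearly all actives have a fitted effect of over 55% in size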
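Kinetic fluorescence read (525 ex/598 em nm, three reads 60 s apart) of AP-site incision; signal = third minus first read. Enzyme 0.75 nM, dual-labelled THF duplex 50 nM, compound preincubation 15 min RT.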
Active calls of the source: *; [ ] = dose if it differs, or a comment. Calls follow the shape of the dose curve; as a rule, active = well fitted curve in the direction sought with a large enough effect; inconclusive = small, poorly fitted or top-dose-only effect, or another doubt; inactive = no such curve, though single readings can be large; an effect the other way counts as inactive or inconclusive. Unless noted, % is scaled to controls: 0 for no effect and ±100 for the full control effect; potency is read from the fitted curve at half-maximal effect. A portion of the library (hit frequency here may not be typical).

Screening CC(C)C[C@H](NC(=O)[C@H](CC(C)C)NC(=O)[C@H](CCC(N)=O)NC(=O)[C@H](CO)NC(=O)[C@@H]1CCCN1C(=O)[C@H](CO)NC(=O)[C@H](CO)NC(=O)[C@@H](NC(=O)[C@H](Cc1cnc[nH]1)NC(=O)[C@H](CCC(=O)O)NC(=O)[C@H](Cc1ccc(O)cc1)NC(=O)[C@H](CCCCN)NC(=O)[C@H](CCC(N)=O)NC(=O)[C@H](Cc1ccc(O)cc1)NC(=O)[C@H](CC(=O)O)NC(=O)[C@@H](NC(=O)[C@@H]1CCCN1C(=O)[C@H](CC(=O)O)NC(=O)[C@H](CC(N)=O)NC(=O)[C@H](CC(=O)O)NC(=O)CNC(=O)[C@H](CC(=O)O)NC(=O)[C@@H]1CCCN1C(=O)[C@H](CCC(N)=O)NC(=O)[C@H](Cc1ccc(O)cc1)NC(=O)[C@H](C)NC(=O)[C@H](Cc1c[nH]c2ccccc12)NC(=O)[C@H](Cc1ccccc1)NC(=O)[C@@H](NC(=O)[C@@H](N)CO)[C@@H](C)O)[C@@H](C)O)[C@@H](C)O)C(=O)N[C@@H](C)C(=O)N1CCC[C@H]1C(=O)NCC(=O)N[C@@H](CC(=O)O)C(=O)N[C@@H](Cc1ccc(O)cc1)C(=O)O returned Pol kappa inh 14%[60.1 µM], Apoferritin bind 5% and APEX1 inh 0%.
Screening C#C[C@]1(OC(C)=O)CCC2C3CCC4=CC(=O)CCC4C3CC[C@]21C (some centres undefined) returned Pol kappa inh -12%[60.1 µM], Apoferritin bind -11% and APEX1 inh 2%.
Screening CC[C@H](C)[C@H](NC(=O)[C@H](CCC(=O)O)NC(=O)[C@H](CO)NC(=O)[C@@H](NC(=O)[C@H](C)N)C(C)C)C(=O)N[C@@H](CCC(N)=O)C(=O)N[C@@H](CC(C)C)C(=O)N[C@@H](CCSC)C(=O)N[C@@H](Cc1cnc[nH]1)C(=O)N[C@@H](CC(N)=O)C(=O)N[C@@H](CC(C)C)C(=O)NCC(=O)N[C@@H](CCCCN)C(=O)N[C@@H](Cc1cnc[nH]1)C(=O)N[C@@H](CC(C)C)C(=O)N[C@@H](C)C(=O)N[C@@H](CO)C(=O)N[C@H](C(=O)N[C@@H](CCC(=O)O)C(=O)N[C@@H](CCCNC(=N)N)C(=O)N[C@@H](CCSC)C(=O)N[C@@H](CCC(N)=O)C(=O)N[C@@H](Cc1c[nH]c2ccccc12)C(=O)N[C@@H](CC(C)C)C(=O)N[C@@H](CCCNC(=N)N)C(=O)N[C@@H](CCCCN)C(=O)N[C@@H](CCCCN)C(=O)N[C@@H](CC(C)C)C(=O)N[C@@H](CCC(N)=O)C(=O)N[C@@H](CC(=O)O)C(=O)N[C@H](C(=O)N[C@@H](Cc1cnc[nH]1)C(=O)N[C@@H](CC(N)=O)C(=O)N[C@@H](Cc1ccccc1)C(=O)O)C(C)C)C(C)C returned Pol kappa inh -16%[12 µM], Apoferritin bind -18% and APEX1 inh 2%.
`CC(=O)Oc1c(C)cccc1C(=O)O` gave Pol kappa inh -3%[60.1 µM], Apoferritin bind -7% and APEX1 inh 2%.
`CC[C@H](C)[C@H](NC(=O)[C@H](Cc1ccccc1)NC(=O)[C@H](CC(C)C)NC(=O)[C@H](CCSC)NC(=O)[C@H](CCC(=O)O)NC(=O)[C@H](CCC(=O)O)NC(=O)[C@H](CC(=O)O)NC(=O)[C@H](CO)NC(=O)[C@@H]1CCCN1C(=O)[C@H](CCCCN)NC(=O)[C@@H](N)[C@@H](C)O)C(=O)N[C@@H](Cc1ccc(O)cc1)C(=O)NCC(=O)N[C@@H](Cc1cnc[nH]1)C(=O)N[C@@H](Cc1ccc(O)cc1)C(=O)N[C@@H](CCCCN)C(=O)N[C@@H](CCC(N)=O)C(=O)N[C@@H](C)C(=O)N[C@H](C(=O)N[C@H](C(=O)NCC(=O)N[C@@H](CC(=O)O)C(=O)N[C@H](C(=O)N[C@@H](CC(N)=O)C(=O)N[C@H](C(=O)N[C@@H](CCC(=O)O)C(=O)N[C@@H](CCCNC(=N)N)C(=O)N1CCC[C@H]1C(=O)NCC(=O)N[C@@H](CCSC)C(=O)N[C@@H](CC(C)C)C(=O)N[C@@H](CC(=O)O)C(=O)N[C@@H](Cc1ccccc1)C(=O)N[C@H](C(=O)O)[C@@H](C)O)[C@@H](C)O)[C@@H](C)CC)C(C)C)[C@@H](C)O` gave Pol kappa inh 7%[60.1 µM], Apoferritin bind 4% and APEX1 inh -5%.
`CC(CC(C)(C)C)CP(=O)(O)CC(C)CC(C)(C)C` (centres undefined) gave Pol kappa inh 2%[60.1 µM], Apoferritin bind 4% and APEX1 inh inconclusive.
`CC1OC(OCC2OC(Oc3c(-c4ccc(O)c(O)c4)oc4cc(O)cc(O)c4c3=O)C(O)C(O)C2O)[C@@H](O)C(O)C1O` (some centres undefined) gave Pol kappa inh 10µM*, Apoferritin bind -8% and APEX1 inh -6%.
For CC(=O)Oc1cc(C(F)(F)F)ccc1C(=O)O the results were Pol kappa inh -1%[12 µM], Apoferritin bind 0%[29.3 µM] and APEX1 inh 0%[21 µM].
COc1c2c(cc3occ(-c4ccc5c(c4)OCO5)c(=O)c13)OC(C)(C)C=C2 was read as Pol kappa inh -13%[60.1 µM], Apoferritin bind -23% and APEX1 inh 2%.
COc1ccc(-c2oc3cc(O[C@@H]4OC(CO)C(O)C(O)C4O)c(OC)c(O)c3c(=O)c2OC)cc1O (some centres undefined) was read as Pol kappa inh inconclusive, Apoferritin bind -6% and APEX1 inh -3%.
N[C@H](Cc1cc(I)c(Oc2cc(I)c(O)c(I)c2)c(I)c1)C(=O)O was read as Pol kappa inh -17%[12 µM], Apoferritin bind 3%[29.3 µM] and APEX1 inh -1%[21 µM].
NCCC(O)C(=O)NC1C[C@@H](N)[C@H](O[C@@H]2OC(CN)C(O)C(O)C2O)C(O)[C@H]1O[C@H]1OC(CO)C(O)C(N)C1O (some centres undefined) was read as Pol kappa inh -11%[60.1 µM], Apoferritin bind 10% and APEX1 inh 5%.
OC1OC[C@@H](O)[C@@H](O)[C@@H]1O (some centres undefined) was read as Pol kappa inh 11%[60.1 µM], Apoferritin bind -7% and APEX1 inh 10%.
For CC[C@H](NC(=O)[C@H](CCC(=O)O)NC(=O)[C@H](CCC(=O)O)NC(=O)[C@H](CC(=O)O[S+](=O)([O-])c1cccc2c(NCCN)cccc12)NC(=O)[C@H](CCC(=O)O)NC(=O)[C@H](CC(=O)O)NC(C)=O)C(=O)ON[C@@H](C)C(=O)N[C@@H](CO)C(=O)N[C@@H](CCCCNC(=O)c1ccc(N=Nc2ccc(N(C)C)cc2)cc1)C(N)=O the results were Pol kappa inh -2%[60.1 µM], Apoferritin bind -3% and APEX1 inh 0%.
For CC[C@H](C)[C@H](NC(=O)CNC(=O)[C@H](CCCNC(=N)N)NC(=O)[C@H](CO)NC(=O)[C@H](C)NC(=O)[C@H](Cc1ccc(O)cc1)NC(=O)[C@H](Cc1c[nH]c2ccccc12)NC(=O)[C@H](C)NC(=O)[C@@H]1CCCN1C(=O)[C@H](CC(N)=O)NC(=O)[C@@H](NC(=O)[C@H](CC(=O)O)NC(=O)[C@@H]1CCCN1C(=O)[C@@H](NC(=O)[C@H](CCCNC(=N)N)NC(=O)[C@@H](NC(=O)[C@H](CCC(=O)O)NC(=O)[C@H](CCSC)NC(=O)[C@H](CO)NC(=O)[C@H](Cc1cnc[nH]1)NC(=O)[C@H](CCCNC(=N)N)NC(=O)[C@H](Cc1cnc[nH]1)NC(=O)[C@@H](NC(=O)[C@H](CCCNC(=N)N)NC(=O)[C@@H](N)CO)[C@@H](C)O)[C@@H](C)CC)[C@@H](C)O)[C@@H](C)CC)C(=O)N[C@@H](CCCNC(=N)N)C(=O)N1CCC[C@H]1C(=O)N[C@H](C(=O)NCC(=O)N[C@@H](CCCNC(=N)N)C(=O)N[C@@H](Cc1ccccc1)C(N)=O)C(C)C the results were Pol kappa inh -5%[12 µM], Apoferritin bind -9% and APEX1 inh 13%.
Screening O=P(O)(O)OC1[C@H](O)[C@H](OP(=O)(O)O)C(OP(=O)(O)O)[C@H](OP(=O)(O)O)[C@H]1O (some centres undefined) returned Pol kappa inh -10%[2.39 µM], Apoferritin bind 3%[3.34 µM] and APEX1 inh 12%[2.36 µM].
For CC(C)CCC[C@@H](C)[C@H]1CC[C@H]2[C@@H]3CC=C4C[C@@H](O)CC[C@]4(C)[C@H]3CC[C@]12C the results were Pol kappa inh 4%[60.1 µM], Apoferritin bind -1% and APEX1 inh 2%.
`CC(=O)N1CC[C@@H]2CC(=O)CC[C@@H]21` gave Pol kappa inh -10%[158 µM], Apoferritin bind 5%[163 µM] and APEX1 inh -1%[120 µM].
Screening COc1cc(-c2oc3cc(O)cc(O)c3c(=O)c2OC[C@@H]2OC(O[C@@H]3O[C@@H](C)[C@H](O)[C@@H](O)[C@H]3O)[C@@H](O)[C@H](O)[C@@H]2O)ccc1O (some centres undefined) returned Pol kappa inh 11%[60.1 µM], Apoferritin bind -8% and APEX1 inh -6%.
Screening CC(=O)OC1CC[C@@]2(C)C3CC(=O)[C@]4(C)C(C(C)=O)=CCC4C3CC[C@H]2C1 (some centres undefined) returned Pol kappa inh -5%[60.1 µM], Apoferritin bind -24% and APEX1 inh 0%.
Screening CC[C@H](C)[C@H](NC(=O)[C@@H](NC(=O)[C@@H](NC(=O)[C@H](CCC(=O)O)NC(=O)[C@H](CCC(=O)O)NC(=O)[C@H](CCC(=O)O)NC(=O)[C@H](C)NC(=O)[C@@H](N)CC(C)C)C(C)C)C(C)C)C(=O)N[C@@H](CCCNC(=N)N)C(=O)N[C@@H](CO)C(=O)N[C@@H](C)C(=O)N[C@@H](CC(N)=O)C(=O)N[C@@H](Cc1ccccc1)C(=O)N[C@H](C(=O)N[C@@H](CC(=O)O)C(=O)N[C@@H](CC(N)=O)C(=O)O)[C@@H](C)O returned Pol kappa inh 21%[60.1 µM], Apoferritin bind 1% and APEX1 inh -2%.
CC(=O)N[C@@H](Cc1c[nH]c2ccccc12)C(=O)O was read as Pol kappa inh -5%[60.1 µM], Apoferritin bind 5% and APEX1 inh 0%.
Screening CCCCCCCCN[C@@H](C)[C@H](O)c1ccc(SC(C)C)cc1 returned Pol kappa inh -9%[12 µM], Apoferritin bind -24%[29.3 µM] and APEX1 inh 3%[21 µM].
`Cc1ccccc1C1CC(=O)Oc2cc(C)c(Cl)c(C)c21` (centres undefined) gave Pol kappa inh -15%, Apoferritin bind 2%[110 µM] and APEX1 inh -1%.
CSCC[C@H](NC(=O)CN)C(=O)N[C@@H](CC(=O)O)C(=O)N[C@@H](CO)C(=O)N[C@@H](CC(C)C)C(=O)N[C@@H](C)C(=O)N[C@@H](Cc1ccccc1)C(=O)N[C@@H](CO)C(=O)NCC(=O)NCC(=O)N[C@@H](CC(C)C)C(N)=O was read as Pol kappa inh 10%[60.1 µM], Apoferritin bind -8% and APEX1 inh -2%.
Screening COC(=O)C1OC(=O)C2OC23[C@]2(C)C(OC(C)=O)CC4C(C)(C)C(=O)CC[C@]4(C)C2CC[C@@]13C (some centres undefined) returned Pol kappa inh -6%[60.1 µM], Apoferritin bind -3% and APEX1 inh 0%.
Screening COc1ccc(C2CC(=O)Oc3ccc(O)cc32)cc1 (centres undefined) returned Pol kappa inh -3%, Apoferritin bind -6%[163 µM] and APEX1 inh -1%[120 µM].
COC(=O)CC1C(C)(C)C(=O)C2CC3C4=CC(=O)OC(c5ccoc5)[C@]4(C)CCC3[C@@]1(C)C2=O (some centres undefined) was read as Pol kappa inh -6%[60.1 µM], Apoferritin bind -5% and APEX1 inh -4%.

Already shown: entries from further up.
Screening CC[C@H](C)[C@H](NC(=O)[C@@H](NC(=O)[C@@H](NC(=O)[C@H](CCC(=O)O)NC(=O)[C@H](CCC(=O)O)NC(=O)[C@H](CCC(=O)O)NC(=O)[C@H](C)NC(=O)[C@@H](N)CC(C)C)C(C)C)C(C)C)C(=O)N[C@@H](CCCNC(=N)N)C(=O)N[C@@H](CO)C(=O)N[C@@H](C)C(=O)N[C@@H](CC(N)=O)C(=O)N[C@@H](Cc1ccccc1)C(=O)N[C@H](C(=O)N[C@@H](CC(=O)O)C(=O)N[C@@H](CC(N)=O)C(=O)O)[C@@H](C)O returned Pol kappa inh 21%[60.1 µM], Apoferritin bind 1% and APEX1 inh -2%.
CC(=O)N[C@@H](Cc1c[nH]c2ccccc12)C(=O)O was read as Pol kappa inh -5%[60.1 µM], Apoferritin bind 5% and APEX1 inh 0%.
Screening CCCCCCCCN[C@@H](C)[C@H](O)c1ccc(SC(C)C)cc1 returned Pol kappa inh -9%[12 µM], Apoferritin bind -24%[29.3 µM] and APEX1 inh 3%[21 µM].
